Y pestis TopoI: Yersinia pestis topoisomerase I inhibitors, primary screen, biochemical, cleavage product accumulation, plate reader, single point | DNA topoisomerase I (Yersinia pestis CO92) | Y. pestis Topo-I cleavage product accumulation | activity, % at 10 µM | 360,000 tested, 0.064% active; in the data active = activity above about 50%, passing the limit was not always enough; inconclusive = no clear call, values can overlap the other calls; also: inactives centre near 2
Anthrax LF prot: Bacillus anthracis LF protease inhibitors, primary screen, biochemical, multiplex microsphere, MLPCN library | Lethal factor (Bacillus anthracis), P15917 | multiplex microsphere protease cleavage assay | inhibition, % at 10 µM | 360,000 tested, 0.12% active; in the data active = inhibition above about 30%; inconclusive = no clear call, values can overlap the other calls; also: plate controls were buffer without enzyme for full effect and enzyme alone for no effect
BH1578 lux ind: inducers of Vibrio cholerae quorum light production without autoinducers, primary screen, BH1578 luxS cqsA deficient, single point; V. cholerae BH1578 lux reporter, luminescence, 6 h; activation, % at 18.7 µM; 350,000 tested, 0.16% active; AID 588436, 2011; in the data active = activation mostly above about 9.7%, no sharp cut-off; inconclusive = no clear call, values can overlap the other calls; inactive = mostly below about 3.7%; also: not every result past the cut was called active; inactives centre near 0; reference of the scale not given here
SSB-PriA inh: inhibitors of Klebsiella pneumoniae PriA binding to SSB C-terminal tail, primary screen, biochemical, AlphaScreen; PriA–SSB C-terminal tail interaction (Klebsiella pneumoniae); AlphaScreen SSBct-PriA binding, biotinylated peptide; inhibition, % at 33 µM; 430,000 tested, 0.6% active; in the data active = inhibition mostly above about 37%, no sharp cut-off; inactive = mostly below about 20%;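 also: plate controls were negative control peptide for no effect and reference peptide for full effect; strong numbers were not always called active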
MazEF act: activators of E. coli MazEF toxin-antitoxin RNase, primary screen, biochemical, fluorescence, uHTS; Endoribonuclease toxin MazF (Escherichia coli (strain K12)), P0AE70; FAM/BHQ RNA-DNA oligo cleavage fluorescence, 5 h; activation, % at 20 µM; 350,000 tested, 0.32% active; in the data active = activation above about 50%
Target sequence (P0AE70 whole entry, looked up): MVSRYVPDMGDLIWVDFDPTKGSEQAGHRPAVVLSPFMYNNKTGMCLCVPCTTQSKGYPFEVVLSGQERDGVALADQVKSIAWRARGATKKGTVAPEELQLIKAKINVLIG
TcdB inh: TcdB glycohydrolase inhibitors, primary screen, biochemical, single point, plate reader; Toxin B (Clostridioides difficile), P18177; TcdB glycohydrolase enzymatic assay; inhibition, % at 9.99 µM; 350,000 tested, 0.24% active; AID 652162, 2013; in the data active = inhibition above about 10%
DUSP3 inh: VHR1 phosphatase inhibitors, primary screen, biochemical, absorbance, uHTS | Dual specificity protein phosphatase 3 (Homo sapiens), P51452 | recombinant VHR phosphatase, pNPP absorbance | inhibition, % at 13.3 µM | 290,000 tested, 0.52% active | AID 1654, 2009; in the data active = inhibition above about 50%; also: some compounds called inactive have numbers as strong as hits
Target sequence (P51452 whole entry, looked up): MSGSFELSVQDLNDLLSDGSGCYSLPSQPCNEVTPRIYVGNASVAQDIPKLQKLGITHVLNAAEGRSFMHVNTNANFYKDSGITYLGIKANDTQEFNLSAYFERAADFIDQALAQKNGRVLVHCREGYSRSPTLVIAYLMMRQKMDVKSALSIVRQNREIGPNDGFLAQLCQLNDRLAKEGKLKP
Rv3671c protease: Rv3671c serine protease inhibitors, primary screen, biochemical, fluorescence polarization, M. tuberculosis H37Rv; 320,000 tested, 0.048% active; inhibition, % at 5.96 µM; in the data active = inhibition above about 38%;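 also: extracellular domain of Rv3671c used as enzyme; 0% = enzyme with DMSO and 100% = no enzyme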
Target sequence (P9WHR9 whole entry, looked up, the tested form may be a part): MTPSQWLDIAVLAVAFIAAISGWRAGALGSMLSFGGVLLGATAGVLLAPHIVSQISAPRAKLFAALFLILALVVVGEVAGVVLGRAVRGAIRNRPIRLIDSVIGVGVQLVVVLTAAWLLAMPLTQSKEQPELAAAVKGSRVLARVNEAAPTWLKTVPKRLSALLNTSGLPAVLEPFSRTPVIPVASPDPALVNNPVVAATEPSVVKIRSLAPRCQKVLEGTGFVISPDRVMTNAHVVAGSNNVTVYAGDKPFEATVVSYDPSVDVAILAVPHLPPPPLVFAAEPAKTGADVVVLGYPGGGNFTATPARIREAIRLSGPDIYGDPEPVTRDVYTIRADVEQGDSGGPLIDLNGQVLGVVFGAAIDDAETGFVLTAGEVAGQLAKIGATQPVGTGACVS
SARS 3CLpro inh: SARS-CoV 3CLpro protease inhibitors, primary screen, biochemical, quenched FRET; inhibition, % at 6 µM; 290,000 tested, 0.14% active; recombinant SARS-CoV 3CLpro, quenched FRET peptide cleavage; in the data active = inhibition above about 12%
PfHsp40 yeast: rescue of yeast from PfHsp40 toxicity, primary screen, S. cerevisiae, ATP luminescence | S. cerevisiae expressing PfHsp40, growth rescue | growth rescue, % at 12.5 µM | 340,000 tested, 0.68% active; in the data active = growth rescue above about 28%, passing the limit was not always enough; inconclusive = no clear call, values can overlap the other calls;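 also: yeast W303a lacking pdr1 and pdr3 grown in galactose medium; growth measured after three days at 30 °C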
Active calls of the source: *; i = inactive; ? = inconclusive; . = no result given.

entry	Compound	Y pestis TopoI	Anthrax LF prot	BH1578 lux ind	SSB-PriA inh	MazEF act
1	CCn1c(CNC(=O)c2ccccc2OC)nnc1SCC(=O)c1ccc(F)cc1	6	-8	-0.3	5	-1
2	Clc1ccccc1OCCn1ccnc1	5	2	-0.2	-9	-3
3	COCCCN1C(=O)C(=O)/C(=C(/O)c2ccc(OC)cc2)C1c1cccc(OC)c1 (stereo not given)	3	4	i	.	-1
4	O=C(NCc1cccnc1)c1cc(C2CCCCN2S(=O)(=O)c2ccc(F)cc2F)on1 (stereo not given)	12	-3	i	.	.
5	COc1ccc(CNC(=O)CC2C[C@H](C(=O)N3CCOCC3)[C@@]3(C)c4[nH]c5ccccc5c4CCN3C2=O)cc1OC (stereo not given in full)	14	-9	-1.0	-6	4
6	Cc1cc(C)c(C#N)c(SCC(=O)N2CCCCC2)n1	-2	-3	i	-4	2
7	CCOC(=O)c1c(NC(=O)COC(=O)c2ccc(O)cc2)sc(C(=O)NC)c1C	-1	-3	-0.3	-2	2
8	Nc1c(C(=O)c2ccc(Br)s2)oc2ccccc12	4	8	i	-8	64*
9	CC(C)Cc1ccc(-c2cc3nc(NCCc4ccc(S(N)(=O)=O)cc4)ccn3n2)cc1	0	1	-0.2	.	.
10	CC(=O)Nc1ccc(NC(=O)c2ccc(OCc3c(C)noc3C)cc2)cc1	8	-6	-0.8	3	-4
11	CCC(=O)N1CCN(c2ccc(NC(=O)c3ccc4ccccc4c3)cc2)CC1	-6	-4	-4.0	-6	-9
12	O=C(COC(=O)CCc1nc2ccccc2c(=O)[nH]1)NC1CCS(=O)(=O)C1 (stereo not given)	1	-3	0.3	-3	-4
13	COc1cc(CC(=O)OCC(=O)NC2CCCCC2C)cc(OC)c1OC (stereo not given)	8	5	-0.7	-12	3
14	Cn1cc(C(=O)N/N=C/c2c(O)ccc3ccccc23)ccc1=O	3	-3	3.1	.	-50
15	COc1ccccc1CN1[C@@H](CC(=O)O)c2cc(F)ccc2S1(=O)=O	1	-1	i	2	2

entry	TcdB inh	DUSP3 inh	Rv3671c protease	SARS 3CLpro inh	PfHsp40 yeast
1	0.1	7	8	0	-0.9
2	1.3	14	1	-2	-0.2
3	.	3	-8	5	0.2
4	0.5	.	.	.	.
5	1.6	.	1	.	-0.3
6	.	3	-1	-6	-0.6
7	-0.4	.	-67	.	-0.2
8	.	28	-9	-5	16
9	0.6	.	.	.	.
10	1.1	.	-4	.	0.0
11	-0.4	-4	3	3	-0.6
12	-0.2	26	-3	6	-0.7
13	0.8	.	0	.	-2.4
14	-2.2	-11	10	5	-0.8
15	-11	.	5	.	-1.6

Remaining list, next part.
entry	Compound	Y pestis TopoI	Anthrax LF prot	BH1578 lux ind	SSB-PriA inh	MazEF act
16	Nc1nc(NC(=O)c2ccc(Cl)cc2)nn1-c1ccccc1	1	-2	-0.4	-4	2
17	OC1(c2ccc3ccccc3c2)CCN(Cc2ccccc2)C1 (stereo not given)	10	-11	i	8	9
18	Cc1cc2c(s1)NC(=O)CN=C2c1cccs1	1	-1	i	-5	5
19	Cc1ccc(CNS(=O)(=O)c2c(C)[nH]c(=O)[nH]c2=O)cc1	-8	5	i	-6	4
20	O=C(CSc1nc2ccccc2c(=O)[nH]1)N1CCN(S(=O)(=O)c2ccccc2)CC1	10	-4	-4.2	-8	7
21	O=C(NCCN1CCCC1)c1ccc2c(c1)N(Cc1ccc(F)cc1)C(=O)c1ccccc1S2=O (stereo not given)	-1	0	-1.6	12	22
22	Cc1ccc(NC(=O)COC(=O)C2CC(=O)N(Cc3ccccc3)C2)cc1F (stereo not given)	-6	2	i	-4	7
23	CCC(C)(C)n1nnnc1C(c1ccc(C)cc1)N(Cc1ccco1)Cc1cccs1 (stereo not given)	20	-3	-2.1	1	-3
24	C=C(C)c1cccc(C(C)(C)NC(=O)N2CCOCC2)c1	-2	-5	i	-4	4
25	Cc1ccc(C(=O)NC(=S)NCc2cccnc2)cc1C	7	0	1.6	-8	3
26	Nc1cccc2c(=O)c3ccccc3[nH]c12	-26	9	-0.3	9	12
27	O=C(c1ccc2c(c1)OCCO2)C1CCN(S(=O)(=O)c2ccc(F)cc2)CC1	10	-1	-0.4	4	-2
28	COc1ccc2nc(NC(=O)C3CCCN(S(=O)(=O)c4cccc5nonc45)C3)sc2c1 (stereo not given)	-6	1	i	-7	2
29	Cc1ccc(CNC(=O)C2CCCCC2C(=O)O)cc1 (stereo not given)	1	-7	1.7	-12	1
30	CCc1ccc(S(=O)(=O)/N=C2/C=C(Sc3ncn[nH]3)C(=O)c3ccccc32)cc1	-22	-1	-0.3	.	-9

entry	TcdB inh	DUSP3 inh	Rv3671c protease	SARS 3CLpro inh	PfHsp40 yeast
16	0.5	4	2	0	0.3
17	.	27	1	1	0.3
18	-0.6	-13	3	3	-0.2
19	1.1	62	.	3	-0.3
20	1.0	34	2	-4	0.5
21	0.7	-10	-11	1	0.4
22	2.1	10	1	1	-0.7
23	.	6	-5	6	0.3
24	.	26	2	-2	-0.6
25	-1.8	19	-4	4	-0.4
26	-0.1	38	0	4	-0.7
27	.	14	-4	2	0.6
28	.	-13	-13	3	-0.7
29	.	7	4	1	-1.0
30	.	55*	-175	7	179*

4 compounds from above, limited to TcdB inh and Y pestis TopoI:
#	Molecule	TcdB inh	Y pestis TopoI
17	OC1(c2ccc3ccccc3c2)CCN(Cc2ccccc2)C1 (stereo not given)	.	10
18	Cc1cc2c(s1)NC(=O)CN=C2c1cccs1	-0.6	1
19	Cc1ccc(CNS(=O)(=O)c2c(C)[nH]c(=O)[nH]c2=O)cc1	1.1	-8
20	O=C(CSc1nc2ccccc2c(=O)[nH]1)N1CCN(S(=O)(=O)c2ccccc2)CC1	1.0	10

Entries of single compounds, quoted from the list. Order of values: Y pestis TopoI	Anthrax LF prot	BH1578 lux ind	SSB-PriA inh	MazEF act	TcdB inh	DUSP3 inh	Rv3671c protease	SARS 3CLpro inh	PfHsp40 yeast
O=C(c1ccc2c(c1)OCCO2)C1CCN(S(=O)(=O)c2ccc(F)cc2)CC1 is entered as 10	-1	-0.4	4	-2	.	14	-4	2	0.6
Cc1ccc(C(=O)NC(=S)NCc2cccnc2)cc1C is entered as 7	0	1.6	-8	3	-1.8	19	-4	4	-0.4
Nc1cccc2c(=O)c3ccccc3[nH]c12 is entered as -26	9	-0.3	9	12	-0.1	38	0	4	-0.7
C=C(C)c1cccc(C(C)(C)NC(=O)N2CCOCC2)c1 is entered as -2	-5	i	-4	4	.	26	2	-2	-0.6

(more compounds)
entry	Compound	Y pestis TopoI	Anthrax LF prot	BH1578 lux ind	SSB-PriA inh	MazEF act
31	CCc1ccccc1NC(=O)CSc1nnc([C@@H](N)Cc2c[nH]c3ccccc23)o1	2	4	-0.4	-11	9
32	Cc1ncn2cc(-c3ccc(Cl)cc3Cl)[nH]c(=O)c12	4	?	-0.2	1	7
33	CCN(CC(=O)Nc1ccc(S(=O)(=O)N2CCCCC2)cc1)Cc1ccccc1	4	.	i	-5	-7
34	COc1cc(OC)c(OC)cc1/C=C1\CCC(C2CCCC2)C1=O (stereo not given)	23	-7	-3.7	7	3
35	O=C(c1ccc(CS(=O)(=O)c2ccc(Br)cc2)o1)N1CCN(C2CCCCC2)CC1	-4	4	-0.2	.	.
36	O=C(CSCc1cccc(Br)c1)N/N=C/c1ccc2c(c1)OCO2	19	-3	-0.3	.	-14
37	COC(OC)c1ccnc(-c2ccc(OC(=O)c3ccccc3)cc2)n1	26	-3	-0.3	-12	-1
38	COc1ccc(-n2c(NCCN(C)C)nc3sc4c(c3c2=O)CCCCC4)cc1	-7	0	2.4	-1	16
39	CNC(=S)NN(C)c1nc(C)cc(C)n1	6	-2	-0.3	-14	4
40	COc1ccc(CCC(C)Nc2cccc(F)c2)cc1 (stereo not given)	2	-5	i	-92	-7
41	Cc1cc(N/C(=N/S(=O)(=O)c2ccc(F)cc2)c2ccccc2)n(-c2ccccc2)n1	19	-6	-0.4	.	-3
42	O=C(O)c1cc(-c2ccccc2Cl)n[nH]1	-1	0	i	-2	5
43	Cc1ccc(S(=O)(=O)N2CCN(C(=O)CN3CCCC3)C2)cc1	2	1	i	16	-3
44	O=C(O)C1Cc2ccccc2CN1S(=O)(=O)c1ccccc1 (stereo not given)	-3	7	-0.7	-5	1
45	C=CCn1c(O)c(N=NC(=S)Nc2ccc(OC)c(Cl)c2)c2ccccc21	-4	30*	-0.4	25	-3
46	CCOc1ccc(C(NC(=O)/C=C/c2ccco2)c2ccc(OC)c(OC)c2)cc1 (stereo not given)	0	4	-0.2	-8	12
47	O=C(COC(=O)c1ccccc1C(=O)OCC(=O)NCCc1c[nH]c2ccccc12)NCCc1c[nH]c2ccccc12	7	-3	-0.3	20	-6
48	CCC(CO)NCc1ccc(OC2CCCC2)cc1 (stereo not given)	-5	-1	3.0	4	7

entry	TcdB inh	DUSP3 inh	Rv3671c protease	SARS 3CLpro inh	PfHsp40 yeast
31	.	4	6	-8	-0.2
32	1.3	-11	5	-4	1.3
33	0.1	.	4	.	-0.6
34	1.1	9	10	1	0.9
35	0.1	25	-2	1	0.3
36	.	6	-8	0	5.3
37	0.1	17	-6	-1	0.4
38	1.6	-1	5	3	2.9
39	.	5	-8	-1	-1.8
40	.	-11	5	-1	4.8
41	1.0	38	-13	1	0.9
42	.	22	1	-2	-1.1
43	.	5	-1	1	-0.5
44	-0.5	9	-3	2	0.2
45	0.4	-8	7	5	0.1
46	0.0	13	-3	9	0.1
47	-0.5	.	-8	.	-0.7
48	.	4	3	-5	0.6

Screening results (PubChem BioAssay)

Only part of the results is shown (hit frequency here may not be typical).
